Screens: PubChem, The Scripps Research Institute Molecular Screening Center
TLR4-MyD88 inh – TLR4-MyD88 interaction inhibition; Cell-based TLR4-MyD88 binding inhibition assay; 16,000 compounds, 0.06% hits; inhibition, % at 10 µM; O00206; in the data active = inhibition above about 45%
S1P1 ag – activates the human S1P1 receptor | 16,000 compounds, 1.5% hits | AID 1044 | S1P1 agonist cell-based reporter assay | P21453 | activation, % at 4.5 µM; in the data active = activation above about 80%
rat GALR2 ag – activates the rat galanin receptor 2; O08726; cell-based GALR2 agonist screen; 16,000 compounds, 0.5% hits; activation, % at 10 µM; in the data active = activation above about 15%
Nox1 inh – blocks human NADPH oxidase 1 activity; Q9Y5S8; HT29 cells, luminol chemiluminescence ROS; inhibition, % at 6.7 µM; 16,000 compounds, 0.81% hits
Target sequence (Q9Y5S8 whole entry, looked up): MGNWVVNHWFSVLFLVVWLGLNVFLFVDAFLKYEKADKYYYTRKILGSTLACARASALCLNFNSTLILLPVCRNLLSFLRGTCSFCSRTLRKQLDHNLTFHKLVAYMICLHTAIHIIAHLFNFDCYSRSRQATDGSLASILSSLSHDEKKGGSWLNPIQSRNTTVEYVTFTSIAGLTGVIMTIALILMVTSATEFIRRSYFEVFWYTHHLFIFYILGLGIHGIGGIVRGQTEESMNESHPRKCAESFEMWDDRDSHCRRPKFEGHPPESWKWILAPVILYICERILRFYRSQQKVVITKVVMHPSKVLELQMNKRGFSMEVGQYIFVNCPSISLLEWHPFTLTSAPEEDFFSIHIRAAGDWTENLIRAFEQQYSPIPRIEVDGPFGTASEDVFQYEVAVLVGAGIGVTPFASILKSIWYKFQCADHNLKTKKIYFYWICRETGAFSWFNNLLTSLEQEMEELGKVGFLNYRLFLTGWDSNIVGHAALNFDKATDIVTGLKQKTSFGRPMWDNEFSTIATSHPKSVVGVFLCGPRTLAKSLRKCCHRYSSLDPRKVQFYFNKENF
Luminol counter – quenches luminol chemiluminescence in Nox1 counter-screen; HRP/luminol/H2O2 chemiluminescence counterscreen; inhibition, % at 6.7 µM; 16,000 compounds, 0.4% hits; also: reference of the scale not given here
NOTCH ag – NOTCH pathway agonism | NOTCH signaling luciferase reporter cells, luminescence | 15,000 compounds, 0.4% hits | activation, % at 2.5 µM; in the data active = activation above about 2.2%
PME-1 Maybr inh – inhibitors of human PME-1 in Maybridge library | Q9Y570 | recombinant PME-1, FP-Rh probe fluorescence polarization | inhibition, % at 9 µM | 16,000 compounds, 0.5% hits; in the data active = inhibition above about 30%
OPRK1 antag MB – blocks the human kappa opioid receptor, Maybridge compounds. OPRK1 cells, antagonist mode, fluorescence readout. inhibition, % at 9 µM. 16,000 compounds, 0.4% hits. AID 652031; in the data active = inhibition above about 50%
Target sequence (P41145 whole entry, looked up): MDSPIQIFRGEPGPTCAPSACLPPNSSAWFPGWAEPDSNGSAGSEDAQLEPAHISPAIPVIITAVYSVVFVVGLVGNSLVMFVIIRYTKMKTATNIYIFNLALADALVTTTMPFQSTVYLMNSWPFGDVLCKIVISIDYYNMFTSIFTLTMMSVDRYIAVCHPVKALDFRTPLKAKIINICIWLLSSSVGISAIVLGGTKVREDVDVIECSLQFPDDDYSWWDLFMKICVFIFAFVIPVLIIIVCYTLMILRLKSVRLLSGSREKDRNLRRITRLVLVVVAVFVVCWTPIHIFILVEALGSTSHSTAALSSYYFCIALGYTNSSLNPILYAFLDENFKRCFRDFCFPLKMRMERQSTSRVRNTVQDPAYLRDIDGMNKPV
* = called active by the depositor; / = not tested or not shown. Rule as the data show it, unless noted: active = inhibition above about 75%; inactive = the rest.

The opening 3 compounds as a preview:
1. N#CC1=C(N)SC(N)=C(C#N)C1c1ccccc1
2. COC(=O)c1ccccc1N1C(=O)C=CC1=O
3. COc1ccc(-n2ncc(NC(=O)Nc3ccc4c(c3)OCCCO4)c2C)cc1

screen / no.	1	2	3
TLR4-MyD88 inh	-6	-14	-15
S1P1 ag	-2	29	-7
rat GALR2 ag	-7	-6	-8
Nox1 inh	-16	-2	21
Luminol counter	-2	-1	-8
NOTCH ag	-0.4	-0.4	-0.2
PME-1 Maybr inh	-6	2	10
OPRK1 antag MB	1	-12	-5

Results (from the top)
1. N#CC1=C(N)SC(N)=C(C#N)C1c1ccccc1
2. COC(=O)c1ccccc1N1C(=O)C=CC1=O
3. COc1ccc(-n2ncc(NC(=O)Nc3ccc4c(c3)OCCCO4)c2C)cc1
4. N#Cc1nccnc1Oc1ccc(Cl)cc1
5. O=c1oc2ccccc2nc1/C=C(\O)c1ccc([N+](=O)[O-])cc1
6. Cn1c(Cc2ccsc2)nnc1SCC(=O)NNC(=O)c1ccc(Cl)cc1
7. NCCNC(=O)Cc1ccc(O)cc1
8. Cc1ccc(C)c(N=Cc2cc(Cl)cc(Cl)c2O)c1

screen / no.	1	2	3	4	5	6	7	8
TLR4-MyD88 inh	-6	-14	-15	-5	-4	4	4	5
S1P1 ag	-2	29	-7	3	-2	-17	-1	10
rat GALR2 ag	-7	-6	-8	-7	-7	-6	-3	16*
Nox1 inh	-16	-2	21	-12	30	-11	24	9
Luminol counter	-2	-1	-8	4	2	0	-19	4
NOTCH ag	-0.4	-0.4	-0.2	0.3	-0.5	-0.8	-0.8	0.4
PME-1 Maybr inh	-6	2	10	-1	3	4	7	8
OPRK1 antag MB	1	-12	-5	-3	16	-6	16	11

9. Cc1c(C)c(C)c(C(=O)CCc2cccc(NC(=O)CCC(=O)O)c2)c(C)c1C
10. Cc1[nH]cnc1C(=O)N/N=C/c1c(Cl)cccc1Cl
11. O=C(c1ccccc1)N1CCCN(c2c(Cl)cncc2Cl)CC1
12. CC1=C(C#N)C(c2ccc(C(F)(F)F)cc2Cl)C2=C(CCCC2=O)N1 (stereo unspecified)
13. CCOC(=O)/C(C#N)=C/Nc1ccncc1
14. CC(C)(C)C(=O)OCc1nc(-c2ccc3c(c2)OCO3)cs1
15. Cc1c(NN=C2C(=O)OC(C)(C)OC2=O)c(=O)n(-c2ccccc2)n1C
16. Cc1c(C(=O)N(Cc2ccccc2)C(C)C)cnn1-c1ccccc1

screen / no.	9	10	11	12	13	14	15	16
TLR4-MyD88 inh	0	-11	-10	-8	5	11	-3	2
S1P1 ag	46	-16	9	-7	-6	92*	4	-21
rat GALR2 ag	-2	-8	-4	-2	-4	-6	-5	-3
Nox1 inh	-70	-4	-6	-38	8	-25	-34	-44
Luminol counter	0	1	-4	4	0	2	3	3
NOTCH ag	0.0	1.0	-0.2	-0.5	-0.6	-0.5	-0.6	0.2
PME-1 Maybr inh	3	-2	2	-3	2	0	-1	-3
OPRK1 antag MB	2	6	-19	-3	19	4	9	-33

Structures listed above that bear a hit mark in S1P1 ag.
nr	compound	TLR4-MyD88 inh	S1P1 ag	rat GALR2 ag	Nox1 inh	NOTCH ag	PME-1 Maybr inh	OPRK1 antag MB
14	CC(C)(C)C(=O)OCc1nc(-c2ccc3c(c2)OCO3)cs1	11	92*	-6	-25	-0.5	0	4

Arranged by the number under OPRK1 antag MB (falling): 7 from the list above.
| no. | smiles | OPRK1 antag MB |
| --- | --- | --- |
| 13 | CCOC(=O)/C(C#N)=C/Nc1ccncc1 | 19 |
| 15 | Cc1c(NN=C2C(=O)OC(C)(C)OC2=O)c(=O)n(-c2ccccc2)n1C | 9 |
| 10 | Cc1[nH]cnc1C(=O)N/N=C/c1c(Cl)cccc1Cl | 6 |
| 14 | CC(C)(C)C(=O)OCc1nc(-c2ccc3c(c2)OCO3)cs1 | 4 |
| 9 | Cc1c(C)c(C)c(C(=O)CCc2cccc(NC(=O)CCC(=O)O)c2)c(C)c1C | 2 |
| 12 | CC1=C(C#N)C(c2ccc(C(F)(F)F)cc2Cl)C2=C(CCCC2=O)N1 (stereo unspecified) | -3 |
| 16 | Cc1c(C(=O)N(Cc2ccccc2)C(C)C)cnn1-c1ccccc1 | -33 |

The results go on.
17. CCC(C)C(NC(=O)C(NC(=O)OCc1ccccc1)C(C)C)C(=O)O (stereo unspecified)
18. O=C(NCc1cccnc1)C(=O)NC1CCCCNC1=O (stereo unspecified)
19. Cc1cc(C(=O)Nc2cc(C(F)(F)F)ccc2N2CCCC2)n(C)n1
20. CS(=O)(=NS(=O)(=O)c1ccc(Cl)cc1)c1ccccc1 (stereo unspecified)
21. CSC(=Nc1cccc(C(F)(F)F)c1)N1CCCC1
22. O=C(NNc1c(Cl)cccc1Cl)c1ccc([N+](=O)[O-])o1
23. CN1C(=O)c2ccc(N)cc2C1=O
24. c1ccc(-c2csc(N3CCOCC3)n2)cc1

screen / no.	17	18	19	20	21	22	23	24
TLR4-MyD88 inh	16	1	12	1	1	-14	/	-14
S1P1 ag	17	-20	11	-9	76	0	3	-15
rat GALR2 ag	-4	0	-5	0	-11	-5	-2	-5
Nox1 inh	20	-50	-26	2	-29	-4	-12	-29
Luminol counter	-3	2	4	12	2	4	3	2
NOTCH ag	-0.6	0.1	-0.1	0.0	0.3	-5.2	-0.4	-0.7
PME-1 Maybr inh	5	-1	0	41*	-2	5	0	2
OPRK1 antag MB	8	20	3	8	0	13	-3	8

A few values from the entries so far.
TLR4-MyD88 inh with entry 17 : 16
Luminol counter with entry 20 : 12

Next part.
25. c1ccc(C(c2ccccc2)c2ccn[nH]2)cc1
26. NC(=O)C1CCN(S(=O)(=O)Cc2ccc(Cl)cc2)CC1
27. Cc1nc(C)c(S(=O)(=O)NCc2c(-c3ccccc3)noc2C)s1
28. COc1ccc(-c2ccnc(SCc3c(F)cccc3Cl)n2)cc1
29. CC(C)(C)c1csc(CS(=O)(=O)c2cccs2)n1
30. O=C(Nc1ccccc1SCC(O)Cn1ccc2ccccc21)c1ccc(Cl)cc1 (stereo unspecified)
31. O=S(=O)(NN1CCOCC1)c1sc(Cl)cc1Br
32. O=C(Nc1ccc(COc2ccccc2)cc1)Nc1cccc(C(=O)O)c1

screen / no.	25	26	27	28	29	30	31	32
TLR4-MyD88 inh	6	12	-16	-3	9	/	3	2
S1P1 ag	3	10	6	13	-4	-2	-5	21
rat GALR2 ag	-9	-7	-6	-8	-6	-8	-6	-4
Nox1 inh	-42	12	-31	13	-12	17	-54	-17
Luminol counter	2	-6	0	0	-1	-7	1	-27
NOTCH ag	-0.5	-4.4	0.0	/	-0.1	0.1	-0.5	-0.1
PME-1 Maybr inh	0	6	-7	-10	1	-32	0	1
OPRK1 antag MB	4	5	-13	15	1	0	6	5

33. O=C(NCc1ccncc1)c1ccc(-n2cccn2)cc1
34. CSc1nc(C)nc(Nc2cccc(C(F)(F)F)c2)c1C#N
35. COc1ccc(CCN=Cc2ccc(Oc3nccc(C(F)(F)F)n3)cc2)cc1OC
36. COC(=O)c1sccc1NC(=O)C1CC(C)=C(C)CC1C(=O)O (stereo unspecified)
37. CC(C)(C)c1ccc(OCc2ncc(S(=O)(=O)c3ccccc3)c(N)n2)cc1
38. Cc1nn(C)c(C)c1Sc1nccc(-c2cccnc2)n1
39. CS(=O)(=O)/C(C#N)=C/Nc1cnccn1
40. CC(=O)Nc1ccc(S(=O)(=O)N(CCOC(C)=O)C(C)C)cc1

screen / no.	33	34	35	36	37	38	39	40
TLR4-MyD88 inh	0	-4	15	-8	-4	-8	/	0
S1P1 ag	-3	-9	-1	-8	2	1	-1	2
rat GALR2 ag	-5	-8	-6	-3	6	-6	-7	-7
Nox1 inh	-11	3	-25	11	-20	17	-5	9
Luminol counter	-1	-2	-4	-5	5	-8	1	-7
NOTCH ag	-0.4	0.1	-0.3	/	0.1	-0.4	-0.8	0.4
PME-1 Maybr inh	1	1	-1	5	-7	7	1	5
OPRK1 antag MB	26	-28	4	-7	-20	2	6	-13

41. Cc1ccc(C(=O)NNC(=O)Cn2nnc(-c3ccccc3C(F)(F)F)n2)cc1
42. COC(=O)c1sccc1NNC(=O)c1ccc(C)cc1
43. O=C(Nc1ccccc1)N1CCN(c2ncnc3sccc23)CC1
44. CN(C)/C=N/c1ncccn1
45. CC(C)c1ccc(NNS(=O)(=O)c2ccc(Cl)c(Cl)c2)cc1
46. O=C1NCCC/C1=N/Nc1cc(F)ccc1F
47. O=C1c2ccccc2S(=O)(=O)N1CC1CC(c2ccccc2Cl)=NO1 (stereo unspecified)
48. CCCCn1c(CSc2ccccn2)cn(-c2nnc(C(C)(C)C)s2)c1=O

screen / no.	41	42	43	44	45	46	47	48
TLR4-MyD88 inh	1	-8	-2	0	8	-1	1	3
S1P1 ag	-17	2	44	2	-3	3	51	-3
rat GALR2 ag	-8	-6	-4	-5	-6	-4	-4	-4
Nox1 inh	-26	73	9	-23	-9	-5	-75	-59
Luminol counter	2	-4	-3	-2	4	-3	4	0
NOTCH ag	-1.0	-0.6	-0.6	0.5	-0.5	-0.7	-0.6	-0.3
PME-1 Maybr inh	0	5	1	3	-1	4	-1	-4
OPRK1 antag MB	10	-5	4	1	-3	-5	-1	2

49. Nc1nccnc1C(=O)NNC(=O)c1cccc(C(F)(F)F)c1
50. CS/C(=C(\C#N)C(=O)C1CC1)N1CCOCC1
51. Cc1nc(-c2cccc(CSc3nnc(C(F)(F)F)n3C)c2)no1
52. Nc1c2c(=O)[nH]c(-c3ccccc3)nc2nn1-c1ccccc1
53. CC(C)(C)NC(=O)[C@H]1C[C@H]2CCCC[C@H]2CN1C(=O)C12CC3CC(CC(C3)C1)C2
54. N#Cc1cnc(Oc2ccc(Cl)cc2)nc1N
55. CC(=O)c1ccc(C#N)c(SCC(=O)Nc2ccccc2Cl)n1
56. CSC(=S)N(C)/N=C/c1cc(Cl)cc(Cl)c1O

screen / no.	49	50	51	52	53	54	55	56
TLR4-MyD88 inh	10	4	-3	0	6	-1	-7	0
S1P1 ag	-5	-6	3	-6	-17	-8	-4	-7
rat GALR2 ag	-10	-5	-6	-4	-1	21*	-6	-6
Nox1 inh	2	-9	-48	-4	-19	-56	3	-44
Luminol counter	4	-6	1	-2	0	1	-6	-4
NOTCH ag	-0.2	-0.4	0.3	0.6	0.2	-0.4	-0.1	-0.7
PME-1 Maybr inh	-5	6	-1	1	4	0	4	2
OPRK1 antag MB	2	2	-2	9	-6	15	-10	4

57. COc1ccc(S(=O)(=O)Oc2ccc(C)cc2[N+](=O)[O-])cc1OC
58. Cc1noc(C)c1C(=O)NCc1ccc(-c2csnn2)cc1
59. CC(=O)Nc1nnc(SCC(=O)Nc2ccc(F)c(F)c2F)s1
60. Cn1cnnc1Sc1cc(C#N)c(C#N)cc1Sc1nncn1C
61. Cc1noc(C)c1S(=O)(=O)Nc1ccc(Oc2c(Cl)cccc2Cl)nc1
62. Cc1cc(NNS(=O)(=O)c2cc(C(F)(F)F)cc(C(F)(F)F)c2)nc2c1c(C)nn2C
63. CC(=O)n1ccc(-c2ccc(C#Cc3ccccc3)cc2)n1
64. CS(=O)(=N/C=C(\C#N)S(=O)(=O)c1ccc(C(F)(F)F)cn1)c1ccc(Cl)cc1 (stereo unspecified)

screen / no.	57	58	59	60	61	62	63	64
TLR4-MyD88 inh	-3	2	10	2	-5	-2	5	-5
S1P1 ag	-2	12	-14	1	12	-1	67	13
rat GALR2 ag	-2	-6	-6	-7	-8	-7	-2	-9
Nox1 inh	-12	-34	-4	-65	-5	62	-37	-18
Luminol counter	-4	0	0	-1	2	1	0	0
NOTCH ag	-0.5	0.6	0.5	-0.6	-0.5	-0.6	/	0.2
PME-1 Maybr inh	8	0	-1	2	-3	8	0	3
OPRK1 antag MB	3	-17	2	-3	-6	4	7	-3

65. CN(C)C(=O)c1ccc(Oc2cc(Cl)cc(Cl)c2)o1
66. Cc1noc(C)c1C(=O)NNC(=O)Nc1cc(C(F)(F)F)cc(C(F)(F)F)c1
67. O=[N+]([O-])c1ccc(C2OCC3(CO)COC(c4ccc([N+](=O)[O-])cc4)N23)cc1 (stereo unspecified)
68. C=C1CC2CC(=O)CC(C1)C2
69. O=C(NC(=S)Nc1cccc2nonc12)c1ccccc1
70. O=C(O/N=C1\CCc2ccccc21)c1cccc(F)c1
71. Cc1cc(C(=O)NN)c2cc(Br)ccc2n1
72. CCCCNC(=O)N/N=C(\N)c1ccccn1

screen / no.	65	66	67	68	69	70	71	72
TLR4-MyD88 inh	6	4	0	-10	-7	3	-6	9
S1P1 ag	-18	-3	-11	-8	1	-5	12	3
rat GALR2 ag	-1	-1	-8	-5	-10	-7	-4	-2
Nox1 inh	-8	42	-11	14	-5	-32	-7	1
Luminol counter	-2	36	1	-9	-1	2	1	21
NOTCH ag	-0.6	-0.4	-0.4	-0.8	0.2	0.0	-0.5	-0.2
PME-1 Maybr inh	0	5	-2	6	-1	-2	-2	4
OPRK1 antag MB	-16	5	9	-1	12	13	2	4

This is a random part of the collection; any-hit rate near 4.4%.
